Assay outcomes: PubChem BioAssay, National Center for Advancing Translational Sciences (NCATS)
Pf Dd2 growth = Plasmodium falciparum Dd2 growth inhibition; Potency, µM (series often up to 28.9 µM), inactives show top-dose activity, negative = inhibition, usual class: inhibitors; P. falciparum Dd2 growth, SYBR Green, 72 h; 120,000 compounds, 4.3% hits; active = well fitted inhibition curve with a large enough effect; inconclusive = small, poorly fitted or top-dose-only effect; inactive = no such curve, though single readings can be large or run the other way;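 also: plate controls were DMSO vehicle for no effect and reference drug for full effect; nearly all actives have a fitted effect of over 65% in size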
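Infected erythrocytes (Dd2, 0.3% parasitemia, 2.5% hematocrit final) are added to compound in RPMI-1640/Albumax II medium, grown 72 h at 37C in low oxygen, then lysed with saponin/Triton-X containing SYBR Green and read by fluorescence.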
Active calls of the source: *; i = inactive; ? = inconclusive; [ ] = another dose, or the depositor's remark. Potency is read from the fitted curve at half-maximal effect. A portion of the library (hit frequency here may not be typical).

A first look, 4 compounds:
SMILES | Pf Dd2 growth
COc1ncc(CN2CCc3ncc(C(=O)Nc4ccccc4)n3CC2)cn1 | -19%[44.1 µM]
COCc1cc(C)nc2c1C(=O)NC(c1ccc(F)cc1)N2Cc1ccccc1 (stereo not drawn) | -6%
O=S(=O)(c1cccs1)N1CCC(n2cnnc2-c2ccccc2)CC1 | ?
O=S(=O)(c1ccccc1)c1nc(-c2cccs2)oc1SCc1ccccc1Cl | ?

The listing (from the top)
SMILES | Pf Dd2 growth
COc1ncc(CN2CCc3ncc(C(=O)Nc4ccccc4)n3CC2)cn1 | -19%[44.1 µM]
COCc1cc(C)nc2c1C(=O)NC(c1ccc(F)cc1)N2Cc1ccccc1 (stereo not drawn) | -6%
O=S(=O)(c1cccs1)N1CCC(n2cnnc2-c2ccccc2)CC1 | ?
O=S(=O)(c1ccccc1)c1nc(-c2cccs2)oc1SCc1ccccc1Cl | ?
CCc1ccccc1N(C)C(=O)c1sc2nc3n(c(=O)c2c1C)CCCCC3 | ?
CCSC1=NC2(CCN(C(=O)NC3CCCCC3)CC2)N=C1c1ccc(C)cc1 | i
O=C(Cc1c[nH]c2ncc(-c3ccccc3)cc12)NC1CCOCC1 | ?
COc1cccc2cc(C(=O)NCCc3c(C)[nH]c4ccc(Br)cc34)c(=O)oc12 | -3%
O=C(Nc1ccccc1F)c1nc(SCc2ccccc2F)ncc1Cl | i[5.79 µM]
O=C(c1ccncc1)N1CCC2(CC1)N=C(c1ccccc1)NO2 | -15%
Cc1ccc(Cn2cccc(C(=O)Nc3cc(C)on3)c2=O)cc1 | 27%
COc1ccccc1CNC(=O)C1CCCN(S(=O)(=O)c2ccc3c(c2)CCCN3C(C)=O)C1 (stereo not drawn) | -30%
Cc1nc(CN2C(=O)OC3(CCN(C(=O)Cc4ccccc4)CC3)C2(C)c2ccccc2)cs1 (stereo not drawn) | -1%
CO[C@@H]1CO[C@H]2[C@@H]1OC[C@@H]2NC(=S)Nc1ccc(Cl)cc1 | 24%[44.1 µM]
COc1ccc(CNC(=O)[C@H]2O[C@H](CCN(C)CCc3ccccc3)CC[C@@H]2O)cc1 | ?
Cc1ccc(C(=O)N2CCC3(CC2)CCN(CCc2ccccc2)c2ccccc2O3)cc1 | 11µM*
Cn1ccnc1CNCC1(COc2ccc(C(F)(F)F)cn2)C[C@@H](O)[C@@H](O)C1 (stereo partly drawn) | i
CCn1cc(C(=O)NCCc2ccc(OC)c(OC)c2)c(=O)c2cc(S(=O)(=O)N3CCC(C)CC3)ccc21 | i
O=C(Nc1c2c(nn1-c1ccc(Cl)cc1)CS(=O)(=O)C2)c1ccccc1F | ?
O=C(c1ccccc1Cl)N1CCCC2(C1)NC(=O)N(Cc1ccccc1)C2=O (stereo not drawn) | i
COc1nc(-c2ccc(C)cc2)ccc1-c1noc(-c2ccccc2Br)n1 | 5%
O=C(c1n[nH]c2ccccc12)N1CC(c2nc(CCOCC3CC3)no2)C1 | i
COc1ccc(-c2noc(CSc3nc(N)cc(=O)[nH]3)n2)cc1OC | -17%
COc1cccc(NC(=O)Nc2ccc3c(c2)N(C)C(=O)c2ccccc2S3)c1 | 13µM*
O=C(CC1CCCC1)N1CCCCCC1c1nc(-c2cccnc2)no1 (stereo not drawn) | ?
The list continues.
SMILES | Pf Dd2 growth
CCCN1C(=O)C(Cc2nc3ccccc3c(=O)n2-c2ccc(OC)cc2)c2cc(C)ccc21 (stereo not drawn) | -22%
CCOC(=O)c1sc(NC(=O)c2nc3ncccn3n2)c(C(=O)OC)c1C | 28%
Cc1ccc(CNC(=O)CCCc2nnc3n(C)c(=O)c4sccc4n23)cc1 | 3%
Cc1ccc(-c2nc(C(=O)NCc3ccc(F)cc3F)no2)cc1 | 59%[activator]
CCOC(=O)c1ccc(NC(=O)c2c(NCc3sccc3C)sc3c2CCC(C)C3)cc1 (stereo not drawn) | ?
Cc1cc(C)cc(C(=O)NC2CCN(c3cc(-c4ccc(F)cc4)[nH]n3)CC2)c1 | i
Cc1nc(CCNc2cc(C3CC(O)C3)nc(N)n2)nc2c1CCC2 (stereo not drawn) | -24%
CC(C)CCN1CCC(N2CCN(C(=O)c3cc(F)cc(F)c3)CC2)C1=O (stereo not drawn) | ?
O=C(Nc1cccnc1)c1ccc2c(c1)OCCN(Cc1ncccn1)C2 | i
COc1ccc(C(=O)N2CCC(N3C(=O)C(O)C34CCCCC4)CC2)c(OC)c1 (stereo not drawn) | 6%
CCOc1ccc(CN2C(=O)c3ccccc3Sc3ccc(C(=O)NCc4ccco4)cc32)cc1 | 5µM*
CC(C)Oc1ccc2c(NC(=O)[C@H]3CCC(=O)N3)nn(Cc3ccccc3)c2c1 | -22%
CCc1noc(-c2cn(C3CCN(C(=O)COc4ccccc4)C3)nn2)n1 (stereo not drawn) | 15%
COc1cc2c(cc1OC)C(COc1ccc3c(C)cc(=O)oc3c1)N(C(=O)c1cccc(C)c1)CC2 (stereo not drawn) | 5µM*
COc1ccc(N2C(=O)CN(C(=O)c3cc(F)c(F)cc3F)CC2(C)C)cc1 | -4%
Fc1ccccc1N1CCN(c2ncnc3c2nc2n3CCCC2)CC1 | 19%
CCCCS(=O)(=O)N1CCC(F)(c2nc(-c3ccccc3)no2)CC1 | -1%
Cc1cc(C)cc(NC(=O)N2CCCC(Cn3c(C4CC4)nc4cccnc43)C2)c1 (stereo not drawn) | ?
CCc1cccc(NC(=O)CN(C)S(=O)(=O)c2ccc3c(c2)n(C)c(=O)c(=O)n3C)c1 | -16%
O=C(NCCc1ccc(Cl)cc1)c1nc(-c2ccc(Cl)cc2Cl)c2ccccn12 | -19%
N#Cc1cccc(-c2ccnc(N[C@H]3CO[C@H]4[C@@H]3OC[C@@H]4NC(=O)C3CCCCC3)n2)c1 | i
COc1cccc2c1ncc1c(-c3ccc(C)cc3)nn(-c3cccc([N+](=O)[O-])c3)c12 | -2%
CCc1ccc(NC(=O)CN2C(C(=O)OC)=C(c3ccccc3)c3ccccc3S2(=O)=O)cc1 | -9%
Cc1ccccc1OCc1ccc(-c2nc(C#N)c(N3CCN(C)CC3)o2)o1 | ?
CC(c1cccs1)N(C)C(=O)c1ccc(C(F)(F)F)cc1 (stereo not drawn) | -20%[44.1 µM]
Next part:
SMILES | Pf Dd2 growth
COc1cccc(-n2cc(C(=O)NCc3ccc(C)cc3)c3ccccc3c2=O)c1 | -25%
CCc1ccc(S(=O)(=O)n2ccnc2)cc1 | i
CCOc1ccc(CC(=O)N[C@@H]2CN(c3ncccn3)C[C@H]2CN(C)C)cc1 | ?
Cc1nnc(SCc2cc(=O)n3c(C)cccc3n2)s1 | ?
COc1cc(NC(=O)N[C@H](C)c2onc(-c3ccccc3)c2C(=O)O)cc(OC)c1 | ?
Cc1ccc2nc(-c3ccc(C)c(NC(=O)CSc4ccc(Cl)cc4)c3)oc2c1 | 0%
Cc1cccc(C(=O)N2CCC3(CC2)c2nc[nH]c2CCN3CC(C)C)n1 | i
COc1ccc(-c2cn3nc(N4CCCC(C(=O)NCc5ccccc5OC)C4)sc3n2)cc1 (stereo not drawn) | -6%
COc1cccc(CNC(=O)c2ccc3c(c2)nc2n3CCOC2)c1 | 15%
CCOc1ccc(C(=O)NCCn2ccn3nc(-c4cc(C)ccc4C)cc3c2=O)cc1 | i
O=C([C@H]1C[C@@H](F)CN1C(=O)c1ccc(Cl)cc1)N1CCOCC1 | 41%[activator]
CCC1Oc2ccc(NC(=O)COc3ccccc3)cc2CN(Cc2cc(F)cc(F)c2)C1=O (stereo not drawn) | -17%
CCc1ccc(C2CC(C(=O)NC(C)c3ccccc3)CN(C(=O)c3ccoc3)C2)cc1 (stereo not drawn) | i
Oc1ccc(NCc2ccccc2OCc2ccccc2F)cc1 | i[5.79 µM]
CC1(c2ccccc2)N(Cc2ncccn2)C(=O)OC12CCN(C(=O)Cc1ccc(Cl)cc1)CC2 (stereo not drawn) | 13µM*
CCn1ccc(C(=O)N2C[C@@H](Oc3cccnc3)C[C@H]2C(=O)N2CCOCC2)n1 | 22%
CCCN(CC1CCOC1)S(=O)(=O)c1ccccc1C(F)(F)F (stereo not drawn) | 13%[5.79 µM]
O=C(O)C[C@@H]1CCN(C(=O)c2ccco2)C[C@@H]1CCN1CCN(c2ccc(F)cc2)CC1 | 6%
CCOc1ccccc1NC(=O)N1CCC(=O)N(CC)C2(CCOCC2)C1 | 1%
COc1ccc(NC(=O)c2c(-c3ccccc3)c(-c3ccccc3)nn(C)c2=O)cc1OC | 11%
CNC(=O)C1CN(c2ccc(OC)cc2)C(=O)N1 (stereo not drawn) | -7%[44.1 µM]
CCCCN1C(=O)[C@@H]2C[C@@H](O)CN2C2(CN(Cc3cnc4ccccc4c3)C2)C1=O | ?
CCc1nc(-c2c3n(c(=O)n(CC(=O)Nc4ccc(Cl)cc4F)c2=O)CCCC3)no1 | i
CC(=O)NC[C@@H]1C=C(C)[C@H](CC(=O)N2CCCC2)C[C@H]1C(C)C | i
CN(C)C[C@@H]1CN(c2ncccn2)C[C@H]1NC(=O)c1ccc(Cl)s1 | ?
(more compounds)
SMILES | Pf Dd2 growth
COc1ccc(CN(CC2CCCO2)C(=O)C2CCN(CC(N)=O)CC2)cc1 (stereo not drawn) | -20%
CN1CCN(c2nccc3c(=O)cc(N(C)C4CCOCC4)oc23)CC1 | i
COCCOCc1nc(C2CCN(C(=O)c3cc(C)n(C)n3)C2)no1 (stereo not drawn) | -9%
COc1ccc(C(=O)N2CCN(C(=O)c3nnn4c3COC(c3ccc(F)cc3)C4)CC2)cc1F (stereo not drawn) | i
COc1ccc(-c2noc([C@@H]3C[C@H](NC(=O)c4ccc(C#N)cc4)CN3C)n2)cc1 | i
Clc1cccc(CSc2ccc(-c3cccs3)nn2)c1 | 14%
CC(=O)Nc1cccc(C(=O)NC2CCCN(c3cc(-c4ccccc4)[nH]n3)C2)c1 (stereo not drawn) | i
O=C(Nc1c(C(=O)c2ccc(Cl)cc2)oc2ccccc12)c1cc(=O)c2ccccc2o1 | i
CNC(=O)[C@@H]1CN(C(=O)c2ccc3ncccc3c2)C[C@H]1COC | 14%
CN(C)C[C@@H]1CN(Cc2ccccc2)C[C@H]1NC(=O)c1cnco1 | i
CCc1nncn1C1CCN(S(=O)(=O)c2ccccc2C)CC1 | i
Cc1cccc(S(=O)(=O)c2cn(Cc3ccccc3)c3cc(N4CCC(C)CC4)c(F)cc3c2=O)c1 | 10µM*
CCc1noc(-c2ccn3c(CNC(=O)C4CCC4)nnc3c2)n1 | 1%
O=C(NCc1ccccc1)c1ccc2oc(=O)n(Cc3ccccc3)c2c1 | 0%
COCC1CN(Cc2ccc(OC)c(OC)c2Cl)CC12CCNCC2 (stereo not drawn) | ?
O=C(c1nc(-c2cccnc2)c2cnccn12)N1CCN(c2ncccn2)CC1 | i
O=C(COc1ccc(F)cc1)N1CCC(n2cc(-c3nc(-c4ccccc4)no3)nn2)CC1 | ?
Cc1ccc2c(c1)cc1c(=O)n(CC(=O)NC(C)CCc3ccccc3)nc(C)n12 (stereo not drawn) | -29%
Cc1ccc(S(=O)(=O)N2CCC(Oc3ncccc3C(=O)N3CCOCC3)C2)cc1 (stereo not drawn) | ?
CN1CCN(c2ccc3nnc(C4CCC4)n3n2)CC1 | -21%
O=C(c1cccc(C(F)(F)F)c1)N1CCCN(c2nnc3ccc(Cl)cn23)CC1 | i
COc1ccc(C(=O)N2CCC3(CC2)CC(CO)N(C(=O)c2ccccc2)C3)cc1F (stereo not drawn) | -25%
COc1ccc(C(=O)N2CCCC2c2nc(CCOc3cccc(C)c3)no2)cn1 (stereo not drawn) | -15%
Nc1cccc(-c2ccc(N3CCCCC3)nn2)c1 | ?
COc1ccccc1CNC(=O)c1ccc2nc(CCc3ccccc3)oc2c1 | 20%
(cont.)
SMILES | Pf Dd2 growth
Cc1nc2ncccn2c1C(=O)N1CCC(c2nccn2CC(N)=O)CC1 | -6%
Cc1ccc(N2C(=O)c3[nH]nc(-c4ccc(Cl)cc4)c3C2c2ccc(F)cc2)cc1 (stereo not drawn) | ?
CN(c1ccccc1)c1ccc2nnc(-c3cc(C(=O)NC4CCOCC4)ccn3)n2n1 | -22%[44.1 µM]
COc1ccccc1CNC(=O)c1ccc(Cn2ccn3nc4c(c3c2=O)CCCC4)cc1 | -2%
COCCN(CC1CCN(Cc2ccccc2F)CC1)C(=O)C1CCCCO1 (stereo not drawn) | 2%
CN1CC(=O)N(C2CCC2)Cc2c(NC3CC3)ncnc21 | ?
O=C(CC1CCN(S(=O)(=O)c2ccc(F)cc2)C1)NCc1ccccc1 (stereo not drawn) | ?
O=C(Cc1c(F)cccc1Cl)N1C[C@@H](CO)[C@H](c2ccncc2)C1 | 2%

Another view of some results above.
mol,Pf Dd2 growth
Cc1ccc(N2C(=O)c3[nH]nc(-c4ccc(Cl)cc4)c3C2c2ccc(F)cc2)cc1 (stereo not drawn),?
CN(c1ccccc1)c1ccc2nnc(-c3cc(C(=O)NC4CCOCC4)ccn3)n2n1,-22%[44.1 µM]
COc1ccccc1CNC(=O)c1ccc(Cn2ccn3nc4c(c3c2=O)CCCC4)cc1,-2%
COCCN(CC1CCN(Cc2ccccc2F)CC1)C(=O)C1CCCCO1 (stereo not drawn),2%
CN1CC(=O)N(C2CCC2)Cc2c(NC3CC3)ncnc21,?
O=C(CC1CCN(S(=O)(=O)c2ccc(F)cc2)C1)NCc1ccccc1 (stereo not drawn),?
O=C(Cc1c(F)cccc1Cl)N1C[C@@H](CO)[C@H](c2ccncc2)C1,2%
